Screening data from PubChem BioAssay.
Rad51 HR inh = Rad51 (human) homologous recombination inhibition; AID 1385; Q06609; inhibition, % at 10 µM; hRad51 DNA strand exchange, fluorescence dequenching; hit rate 0.085% among 200,000;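 active means inhibition above 40% at the single screening dose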;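 further: 0% = DMSO control wells and 100% = blanks with heterologous ssDNA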
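Read-out basis: percent inhibition relative to plate controls and blanks / Assay system: human Rad51 nucleoprotein filaments preassembled on unlabelled ssDNA / Timing: filaments 15 min 37 °C, then compound 30 min / Control set: per-plate controls and blanks / Technique: fluorescence dequenching at 485/520 nm / Compound: 10 µM final, single point / Also added: Fluorescein- and BHQ1-tagged 47-mer duplex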
hK5 inh = inhibitors of human kallikrein 5. Q9Y337. recombinant hK5, fluorogenic AMC substrate cleavage. inhibition, % at 5 µM. hit rate 0.59% among 210,000. AID 873;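 active means inhibition of 40% or more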;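 further: 0% = enzyme controls without compound and 100% = no-enzyme blanks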
Target sequence (Q9Y337 67-293 limits assumed): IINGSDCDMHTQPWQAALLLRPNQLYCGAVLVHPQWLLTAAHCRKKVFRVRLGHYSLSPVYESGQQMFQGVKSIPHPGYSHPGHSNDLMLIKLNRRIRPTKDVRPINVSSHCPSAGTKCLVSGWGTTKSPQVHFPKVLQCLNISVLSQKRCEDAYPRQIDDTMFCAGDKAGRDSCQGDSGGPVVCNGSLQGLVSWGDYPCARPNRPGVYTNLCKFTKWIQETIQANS
eIF4E-4G inh = eIF4E/eIF4G interaction inhibition in translation initiation. hit rate 0.37% among 220,000. inhibition, % at 21.7 µM. TR-FRET eIF4E-eIF4GI(517-606) binding, 2 h;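 active means inhibition above about 30%, limit read from the data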;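 further: 0% = full FRET control wells and 100% = background wells lacking eIF4GI fragment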
Wee1 stabilizer = inhibitors of human Wee1 degradation | P30291 | HeLa Luc-Wee1K328M stability, luciferase luminescence; 100% = proteasome inhibitor MG132 effect | reporter increase, % at 5 µM | hit rate 1.2% among 220,000;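 active means activation above the mean of all tested compounds plus 3 SD, set per screening run, cut at about 8.8% in these data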;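 further: cells exposed to compound for 20 h before luminescence read; 0% = DMSO alone and 100% = MG132 at 30 µM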
FXIa inh 1536 = factor XIa (human) inhibition | P03951 | purified FXIa, Boc-Glu-Ala-Arg-AMC fluorogenic substrate | inhibition, % at 5 µM | hit rate 0.14% among 220,000 | AID 798;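 active means inhibition of at least 40%; inactive means inhibition below 40%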;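 further: fluorescence of freed AMC excited at 355 nm; 0% = enzyme without compound and 100% = no enzyme blank; many of its hits are not listed in these tables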
14-3-3 Bad PPI = disrupts binding of bovine 14-3-3 zeta to phospho-Bad peptide | hit rate 0.71% among 220,000 | P63103 | TR-FRET 14-3-3zeta/Dy647-pBad peptide displacement, 1 h | inhibition, % at 21.7 µM;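 active means inhibition above about 70%, limit read from the data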;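 further: 0% = full 14-3-3 plus peptide FRET controls and 100% = background without 14-3-3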
Target sequence (P63103 whole entry, looked up): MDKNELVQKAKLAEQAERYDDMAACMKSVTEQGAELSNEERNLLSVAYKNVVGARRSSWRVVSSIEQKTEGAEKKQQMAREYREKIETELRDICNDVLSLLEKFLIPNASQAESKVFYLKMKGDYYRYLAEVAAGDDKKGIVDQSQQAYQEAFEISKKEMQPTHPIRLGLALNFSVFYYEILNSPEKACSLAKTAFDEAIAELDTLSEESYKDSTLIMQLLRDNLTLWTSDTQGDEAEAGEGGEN
Mdm2 ligase inh = blocks human Mdm2 ubiquitin ligase activity. cell-based MDM2 ubiquitination luciferase reporter, 2 h; 0 = plate control, 100 = twice control, blank-subtracted. hit rate 0.11% among 210,000. signal enhancement, % at 5 µM;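 active means signal enhancement of 30% or more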;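 further: luminescence tracks abundance of the self-degrading MDM2-luciferase fusion protein; higher signal means inhibition of MDM2 E3 ligase activity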
Target sequence (Q00987 whole entry, looked up, the tested form may be a part): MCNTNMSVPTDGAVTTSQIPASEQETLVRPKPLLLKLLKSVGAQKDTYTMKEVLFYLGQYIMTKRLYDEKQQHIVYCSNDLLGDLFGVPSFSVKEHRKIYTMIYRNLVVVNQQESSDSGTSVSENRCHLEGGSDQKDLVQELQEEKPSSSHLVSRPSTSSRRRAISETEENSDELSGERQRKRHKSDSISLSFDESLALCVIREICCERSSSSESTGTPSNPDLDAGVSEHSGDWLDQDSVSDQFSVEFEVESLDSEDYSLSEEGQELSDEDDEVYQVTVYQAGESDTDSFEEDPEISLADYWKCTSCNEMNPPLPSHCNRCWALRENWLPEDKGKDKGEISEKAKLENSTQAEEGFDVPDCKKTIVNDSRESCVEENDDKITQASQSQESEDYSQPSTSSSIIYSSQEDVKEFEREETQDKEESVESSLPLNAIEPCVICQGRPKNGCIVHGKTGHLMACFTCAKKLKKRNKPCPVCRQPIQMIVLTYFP
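Buffer or medium: Cells held in DMEM | Assay system: Stable mammalian line carrying autodegrading MDM2–luciferase fusion reporter | Quantity: 2000 cells/well | Times: 4 h settle plus 2 h compound, 37 °C | Doses: One concentration, 5 µM, with 0.2% DMSO | Technique: Luminescence with SteadyLite reagent, 15 min at room temperature | Benchmarks: Plate controls and plate blanks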
FXIIa inh 1536 = factor XIIa (human) inhibition. P00748. purified FXIIa, Boc-QGR-AMC fluorogenic substrate, 2 h. inhibition, % at 5 µM. hit rate 0.3% among 220,000; in the data active means inhibition above about 40%;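 further: 0% = enzyme with no compound and 100% = blank without enzyme; many of its hits are not listed in these tables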
p97 ATPase inh = human p97 ATPase inhibition; P55072; recombinant p97 ATPase, Kinase-Glo ATP luminescence, 3 h; inhibition, % at 8 µM; hit rate 0.42% among 220,000; AID 1481; in the data active means inhibition above about 15%;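 further: 0% = DMSO vehicle and 100% = wells lacking enzyme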
* marks the source's active call; other numbers are inactive results; · = not tested or not shown; [ ] = another dose, or the depositor's remark.

SMILES	Rad51 HR inh	hK5 inh	eIF4E-4G inh	Wee1 stabilizer	FXIa inh 1536	14-3-3 Bad PPI	Mdm2 ligase inh	FXIIa inh 1536	p97 ATPase inh
CCOC(=O)CCNC(=O)N1CCCC(CCC(=O)N(C)CCc2ccccn2)C1 (configuration not stated)	-0.3	-3.1	1.6	-0.3	-3.0	-4.3	-0.2	7.8	-1.0
COc1cc(C)nc(N(Cc2ccccc2)S(=O)(=O)c2ccccc2)n1	14.8	-27.2	-4.3	0.8	-11.0	-2.6	-6.9	-10.2	-0.9
O=C(O)CCn1[nH]c(=O)c2ccccc2c1=O	6.0	-3.5	3.9	2.5	-5.7	-3.4	·	7.6	1.8
CCC(C)Sc1nc2c(c(=O)[nH]c(=O)n2C)n1CCc1ccccc1 (configuration not stated)	8.5	2.3	-1.4[fluorescence artefact?]	0.6	2.5	-10.8[fluorescence artefact?]	13.8	2.0	0.1
O=C(NNS(=O)(=O)c1ccccc1F)c1sccc1-n1cccc1	15.2	23.1	0.3	-1.6	0.8	-5.3	-8.7	10.2	0.9
O=S(=O)(c1ccc(S(=O)(=O)N2CCN(C/C=C/c3ccccc3)CC2)cc1)N1CCCC1	4.7	6.6	-22.4	4.4	-9.6	33.0	-16.2	4.2	4.5
COc1ccccc1NC(=S)NCCc1ccc(F)cc1	10.8	0.3	-1.4	-3.5	-1.6	-9.1	-0.9	5.3	9.0
O=C(O)c1ccc2c(=O)n3c(nc2c1)/C(=C/c1ccccc1C(F)(F)F)CCCC3	-13.6	-3.4	-2.5	-1.0	10.5	-4.7[fluorescence artefact?]	-18.2	3.0	2.0
CCCCn1c(SCC(=O)N2CCCC2)nc2cc(S(N)(=O)=O)ccc21	1.8	-1.0	-2.8	0.0	0.0	-2.8	-3.2	5.9	3.1
O=C(CSc1nnc(-c2c[nH]c3ccccc23)o1)c1ccc(-c2ccccc2)cc1	2.4	-5.8	0.3[fluorescence artefact?]	-3.2	-3.0	-0.8	-17.1	1.7	-1.0
COC(=O)CN1C(=S)N(c2ccc(Cl)cc2)C(=O)C1CC(=O)Nc1ccc(F)cc1 (configuration not stated)	5.0	-5.5	0.5	-4.4	-2.9	4.7	-8.3	-3.3	-4.8
O=C(NCc1ccccc1)c1cnc2n(c1=O)CCS2	1.5	5.8	-3.3	-1.2	-1.3	-0.5	-18.8	-6.3	4.5
CC1CCCCC1NS(=O)(=O)c1ccc(S(=O)(=O)NCc2ccncc2)cc1 (configuration not stated)	2.5	8.9	1.6	-4.3	8.1	11.5	-34.0	14.7	1.6
Cc1oc(-c2ccccc2Cl)nc1CS(=O)CC(=O)NCc1cccs1 (configuration not stated)	-0.7	-5.7	-1.9	-1.9	5.4	16.6	-23.7	11.4	-10.8
CCn1nc(C)c(NC(=O)c2ccc(Cl)cc2)c1C	16.0	-0.1	1.9	0.7	3.4	-11.9	-12.2	5.3	-1.6
CCC1(CC)Cc2ccccc2C(N)=C1C#N	-8.7	-16.7	3.2[fluorescence artefact?]	0.6	7.7	4.4	-2.1	3.3	-10.2
COCCN(CC(=O)Nc1ccccc1C)S(=O)(=O)c1ccc(S(=O)(=O)N2CCCC2)cc1	·	-20.6	2.4	1.9	3.5	-8.5	-13.6	17.7	2.5
COc1ccc(-c2nnc3sc(C(C)N4C(=O)c5ccccc5C4=O)nn23)cc1 (configuration not stated)	1.8	-20.4	-6.2	-1.9	-0.2	-3.4	-6.4	10.3	-1.2
CCN(CC)S(=O)(=O)c1cc(-c2nn(C)c(=O)c3ccccc23)ccc1C	6.6	11.7	11.8	-0.5	-1.0	-0.2	-13.5	7.3	-3.2
CCOC(=O)C1CCN(c2nc3c(C)cccn3c(=O)c2/C=C(\C#N)S(=O)(=O)c2ccccc2)CC1	8.4	-1.2	-4.1	4.9	2.5	-3.4	-4.8	10.5	10.4
CC(C)[C@@H]1NC(=O)c2cc([N+](=O)[O-])cc(I)c2NCCC[C@@H](C(N)=O)NC(=O)[C@H](CO)NC1=O	0.3	-7.9	1.4[fluorescence artefact?]	-3.9	2.3	-9.1	·	7.5	9.1
O=C(NCc1cccnc1)/C(=C/c1ccc(-c2ccc(Cl)cc2)o1)S(=O)(=O)c1ccccc1	-4.1	-11.5	0.2[fluorescence artefact?]	-3.1	7.3	-16.7[fluorescence artefact?]	-12.6	19.6	5.5
O=C(Nc1cnn(Cc2ccc(Cl)cc2Cl)c1)c1cc(-c2cccs2)on1	-6.9	-8.5	-15.8	0.4	2.5	13.3	-0.7	16.8	-2.2
COc1cccc(C(=O)Nc2nc(SCc3ccc(Cl)cc3)n[nH]2)c1	10.8	29.4	1.7	-2.3	8.4	2.5	-10.4	34.5	-3.1
O=C1CC(C(=O)NC2CCCCC2)C2(CCCCC2)O1 (configuration not stated)	·	16.1	3.4	0.0	4.0	3.3	-20.9	9.7	0.9

Already shown: 3 of the compounds above.
SMILES	Rad51 HR inh	hK5 inh	eIF4E-4G inh	Wee1 stabilizer	FXIa inh 1536	14-3-3 Bad PPI	Mdm2 ligase inh	FXIIa inh 1536	p97 ATPase inh
O=C(O)c1ccc2c(=O)n3c(nc2c1)/C(=C/c1ccccc1C(F)(F)F)CCCC3	-13.6	-3.4	-2.5	-1.0	10.5	-4.7[fluorescence artefact?]	-18.2	3.0	2.0
CCCCn1c(SCC(=O)N2CCCC2)nc2cc(S(N)(=O)=O)ccc21	1.8	-1.0	-2.8	0.0	0.0	-2.8	-3.2	5.9	3.1
O=C(CSc1nnc(-c2c[nH]c3ccccc23)o1)c1ccc(-c2ccccc2)cc1	2.4	-5.8	0.3[fluorescence artefact?]	-3.2	-3.0	-0.8	-17.1	1.7	-1.0

Going on with the list.
SMILES	Rad51 HR inh	hK5 inh	eIF4E-4G inh	Wee1 stabilizer	FXIa inh 1536	14-3-3 Bad PPI	Mdm2 ligase inh	FXIIa inh 1536	p97 ATPase inh
CCOC(=O)C1CCCN(S(=O)(=O)c2cc(OCC(=O)NC3CCCCC3)c(C)cc2Cl)C1 (configuration not stated)	-1.5	-4.1	-0.8	3.3	1.8	-3.6	-22.7	-3.6	-3.8
O=C(CN(C1CCCCC1)S(=O)(=O)c1ccc(F)cc1)NCc1ccncc1	-5.4	-2.1	4.8[fluorescence artefact?]	-0.1	-6.0	7.6[fluorescence artefact?]	2.5	-0.1	3.1
O=C(C1CCCN(S(=O)(=O)Cc2ccccc2)C1)N1CCC(Cc2ccccc2)CC1 (configuration not stated)	-4.3	13.9	-2.9	4.3	0.9	9.9	-2.3	12.0	-4.5
O=C(NC(=S)NCCN1CCOCC1)c1cccc(Cl)c1	-7.9	-15.2	-9.1[fluorescence artefact?]	2.4	2.4	-6.3[fluorescence artefact?]	5.9	15.7	0.3
CCOc1ccccc1C1CC(=O)Nc2c1c(=O)n(C)c(=O)n2C (configuration not stated)	2.2	-14.5	2.8	2.7	7.1	-2.0	7.0	17.3	7.9
CCCCNC(=S)Nc1ccccc1Cc1ccccc1	-4.3	2.2	-5.0	-0.7	-9.2	1.3	-1.3	1.0	-8.8
COc1ccc(C(=O)N2CCN(S(=O)(=O)c3cc(Cl)ccc3OC)CC2)cc1	-8.0	-17.7	7.6	0.6	-0.1	-6.6	-19.6	11.9	-4.0
O=C(OCC(=O)N1N=C(c2ccc(Cl)cc2)CC1c1ccco1)c1ccco1 (configuration not stated)	7.5	2.9	-1.5	0.9	-1.9	-5.2	5.7	8.4	-0.6
c1ccc2c(c1)ccc1ncccc12	25.7	-2.3	0.2	2.8	-1.2	-7.3	-5.9	12.8	3.0
Cc1csc(=Nc2c(C)n(C)n(-c3ccccc3)c2=O)n1Cc1ccccc1	9.8	-8.5	4.7	-0.8	0.4	2.3[fluorescence artefact?]	21.4	-1.4	-4.3
COc1ccc(CN2CCN(S(=O)(=O)c3ccc(NC(C)=O)cc3)CC2)cc1OC	3.8	-9.6	6.9	-0.7	0.5	67.7[fluorescence artefact?]	-7.8	1.5	4.7
CCC(=O)Nc1ccc2c(c1)C(=O)N(C)C2=O	-1.3	-20.5	-6.2	-1.9	23.0	5.6	-25.0	21.1	-2.1
CN(c1ccccc1)S(=O)(=O)c1cccc(C(=O)N2CCN(c3ccccn3)CC2)c1	6.8	-21.2	-7.8	0.4	4.1	3.2[fluorescence artefact?]	-16.0	-3.5	1.4
CCOP(=O)(OCC)c1nc(-c2ccc(OC)cc2)oc1N1CCOCC1	-10.3	0.0	-8.2	2.4	-1.2	26.5	·	5.2	-1.3
C=CCOc1ccccc1CNCc1cccnc1	3.4	-4.3	10.6	-1.3	-3.1	17.3	-12.9	2.9	5.1
Cc1ccc(C)c(S(=O)(=O)NCCOC(=O)Nc2sc(=S)n(C)c2C)c1	1.1	-4.9	2.8	1.5	-5.0	-8.0	-5.4	3.1	2.1
Cc1cccc(C(=O)N2CCN(Cc3ccc4c(c3)OCO4)CC2)c1	0.6	-2.3	-6.1	9.3*	-6.9	-2.9	-13.1	-0.1	-1.9
Cn1ccnc1SCC(=O)Nc1nc2c(F)c(F)c(F)cc2s1	·	1.6	-2.0	-2.1	0.1	-1.4	-14.8	6.1	7.5
NS(=O)(=O)c1ccc(NC(=S)NC(=O)C2CCCCC2)cc1	10.9	-3.5	-2.0	2.8	1.5	-18.2	-8.3	9.2	5.1
CN(C)CCNC(=O)c1cc(Br)ccc1Cl	2.8	-4.0	6.7	0.3	6.9	-8.5	0.7	23.4	2.5
C=CC(=O)N=c1sc2ccccc2n1-c1ccccc1	-4.8	12.0	-1.2	-1.8	-2.6	1.6	3.2	-0.3	17.5*
CCCN1CCC(N2CCCC(C(=O)O)C2)CC1 (configuration not stated)	-8.0	27.0	0.3	4.7	32.9	4.0	-14.9	27.4	-6.3
Cc1cccc(NC(=O)C2CCCN2S(=O)(=O)c2ccc3c(c2)n(C)c(=O)c(=O)n3C)c1 (configuration not stated)	·	-6.5	0.7	1.3	3.2	-8.8	·	8.1	10.8
O=C(Cc1cccs1)NNC(=S)NC(=O)c1ccccc1	-1.0	-88.7	12.8[fluorescence artefact?]	-0.9	1.4	-21.8	0.2	10.0	0.7
Cc1nn2c(-c3ccncc3)ccnc2c1Br	-2.0	-4.2	1.9	-2.8	-3.5	-1.9	-0.7	3.1	6.1
CC(=O)c1ccc(N2CCN(CCC#N)CC2)c(F)c1	-1.8	-24.1	-0.2	0.0	6.9	8.1	-5.4	12.4	0.5

Quoted from the listing.
Rad51 HR inh with CCCN1CCC(N2CCCC(C(=O)O)C2)CC1 (configuration not stated) = -8.0
Rad51 HR inh with COc1ccc(C(=O)N2CCN(S(=O)(=O)c3cc(Cl)ccc3OC)CC2)cc1 = -8.0

Arranged by value in eIF4E-4G inh (high to low): 3 of the compounds above
| Structure | eIF4E-4G inh |
| --- | --- |
| CN(C)CCNC(=O)c1cc(Br)ccc1Cl | 6.7 |
| Cc1cccc(NC(=O)C2CCCN2S(=O)(=O)c2ccc3c(c2)n(C)c(=O)c(=O)n3C)c1 (configuration not stated) | 0.7 |
| CCCCNC(=S)Nc1ccccc1Cc1ccccc1 | -5.0 |
